Casp7 inh: qHTS Assay for Allosteric/Competitive Inhibitors of Caspase-7; P55210; recombinant caspase-7, Ac-DEVD-AFC fluorescence rate; Potency, µM (titrated, usually from 57.5 µM), for the others: at the highest dose activity change, negative = inhibition, actives largely listed as inhibitors; 75,000 compounds, 0.02% hits; active means well fitted inhibition curve with a large enough effect in the main read-out, with a control signal flat, not every such curve was filed as active; inconclusive means small, poorly fitted or top-dose-only effect, or a change in a side signal; further: potency means the concentration at half of the fitted maximal effect; % of control where 0% means no effect
BRCT inh red: qHTS Assay for Inhibitors of BRCT-Phosphoprotein Interaction (Red Fluorophore). Potency, µM (highest dose often 76.9 µM), without a hit: top-dose activity change, negative = inhibition, actives largely listed as inhibitors. 75,000 compounds, 0.03% hits. Breast cancer type 1 susceptibility protein (Homo sapiens), P38398. BRCT-phosphopeptide binding, red fluorescence polarization. AID 892, 2007; further: on the % scale 0 is the no-effect control and ±100 the full control effect
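Rhodamine-labelled pBACH1 10-mer (100 nM) bound to BRCT domain (100 nM) at pH 7.3; compounds incubated 12 min room temperature, polarization read. Free peptide defines full inhibition; unlabelled decapeptide titrated as control.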
BRCT inh green: qHTS Assay for Inhibitors of BRCT-Phosphoprotein Interaction (Green Fluorophore); 75,000 compounds, 0.05% hits; Potency, µM (doses to about 76.9 µM), for inactives: at the top dose activity change, negative = inhibition, actives largely listed as inhibitors; Breast cancer type 1 susceptibility protein (Homo sapiens), P38398; BRCA1 BRCT-phosphopeptide binding, green fluorescence polarization; AID 875, 2007;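 further: potency means the concentration at half of the fitted maximal effect; plate controls were peptide without protein for full effect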
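Fluorescence polarization: His-tagged BRCT (~35 kDa BRCA1 C-terminus, 250 nM) bound to 100 nM fluorescein-labeled phosphorylated 10-aa BACH1 peptide, pH 7.3 phosphate buffer with DTT and Tween 20. Compounds incubated 12 min at room temperature; inhibition read as lowered polarization.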
4-MU autofl: qHTS Assay for Spectroscopic Profiling in 4-MU Spectral Region; max dye-equivalent concentration, M; 59,000 compounds, 11% hits; compound autofluorescence, 340/450 nm, 4-MU equivalents; hits give high values; in the data active means max dye-equivalent concentration above about 10 nM; inconclusive means mostly about 1.1 nM to 9.6 nM
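Compounds in 100 mM Tris, pH 8.0, incubated 15 min at room temperature, then fluorescence read at 340 nm excitation/450 nm emission. Signal converted to 4-MU dye-equivalent concentration using an on-plate six-point 4-MU standard curve.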
Casp1 inh: qHTS Assay for Allosteric/Competitive Inhibitors of Caspase-1. Caspase-1 enzyme, Ac-WEHD-AFC fluorogenic rate. P29466. Potency, µM (top dose mostly 57.5 µM), inactives show at the top dose activity change, negative = inhibition, most hits filed as inhibitors. AID 900, 2007. 75,000 compounds, 0.03% hits;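 further: potency means the concentration at half of the fitted maximal effect; plate controls were vehicle for no effect and no substrate for full effect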
Fluorescein fluor: qHTS Assay for Spectroscopic Profiling in Fluorescein Spectral Region | Compound autofluorescence, 480/540 nm, fluorescein-equivalent; hits give high values | max fluorescein-equivalent concentration, M | 59,000 compounds, 0.91% hits; in the data active means max fluorescein-equivalent concentration above about 10 nM; inconclusive means between about 1.1 nM and that limit
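Each compound is tested across a concentration series in 100 mM Tris buffer at pH 8.0. After 15 min at room temperature, plates are imaged with 480 nm excitation and 540 nm emission filters, and intensities are converted to fluorescein-equivalent values.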
Rhodamine autofl: qHTS Assay for Spectroscopic Profiling in Rhodamine Spectral Region; Rhodamine-region fluorescence, 547/598 nm, Tris buffer; hits give high values; max dye-equivalent concentration, M; 59,000 compounds, 0.05% hits; AID 594, 2007; in the data active means max dye-equivalent concentration above about 11 nM; inconclusive means between about 1.1 nM and that limit
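A six-point rhodamine series on each plate calibrates the signal. Compounds sit in 100 mM Tris (pH 8.0) for 15 min at ambient temperature before imaging through 547 nm/598 nm filters.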
USP2a inhib: qHTS Assay for Inhibitors of Ubiquitin-specific Protease USP2a; Ubiquitin carboxyl-terminal hydrolase 2 (Homo sapiens), O75604; 60,000 compounds, 0.1% hits; Potency, µM (titrated, usually from 38.3 µM), without a hit: at the highest dose activity change, negative = inhibition, usual class: inhibitors; AID 927, 2007; USP2a enzymatic assay, qHTS inhibition;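 further: potency means the concentration at half of the fitted maximal effect; nearly all actives have a fitted effect of over 60% in size; plate controls were DMSO for no effect and NEM full inhibition control for full effect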
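Inhibition is measured in a cell-free coupled assay with 20 nM USP2 core, 20 nM Ub-PLA2 and 20 uM NBD C6-HPC, 2.5 h incubation. Activity normalized to NEM control.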
HEK293 cAMP ctrl: qHTS Assay for Agonists of the Thyroid Stimulating Hormone Receptor: Activators of Intracellular cAMP Concentrations in Parental HEK 293; 73,000 compounds, 2.5% hits; parental HEK293 CNG cAMP sensor, membrane potential fluorescence; Potency, µM (titrated, usually from 57.1 µM), inactives show at the highest dose activation, usual class: activators; further: potency means the concentration at half of the fitted maximal effect; % of control where 0% means no effect; nearly all actives have a fitted effect of over 55% in size
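Parental HEK 293 cells stably expressing a modified CNG channel (no TSHR) report cAMP rise as membrane depolarization. Membrane potential dye with 100 uM RO 20-1724 was loaded for 60 min at room temperature, then compound added for 30 min; fluorescence read at 590 nm.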
A350 fluor: qHTS Assay for Spectroscopic Profiling in A350 Spectral Region; AID 590, 2007; Compound autofluorescence, 340/450 nm, Alexa 350 dye-equivalents; hits give high values; max dye-equivalent concentration, M; 59,000 compounds, 11% hits; in the data active means max dye-equivalent concentration above about 10 nM; inconclusive means mostly about 1.1 nM to 9.6 nM
TexasRed autofl: qHTS Assay for Spectroscopic Profiling in Texas Red Spectral Region; Compound fluorescence, Texas Red channel, 547/618 nm; hits give high values; max dye-equivalent concentration, M; 59,000 compounds, 0.06% hits; AID 587, 2007; in the data active means max dye-equivalent concentration above about 10 nM; inconclusive means between about 1.1 nM and that limit
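Fluorescence at ex 547/em 618 nm, normalized against an on-plate Texas Red standard series to give dye-equivalent concentration per compound concentration. Buffer 100 mM Tris, pH 8.0; 15 min RT incubation before CCD imaging.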
* = called active by the depositor; i = inactive; ? = inconclusive; · = no result given; & = joins results of further samples; [ ] = remark or other dose. Unless noted, the call rests on the fitted dose curve; in most records, active means well fitted curve in the direction sought with a large enough effect; inconclusive means small, poorly fitted or top-dose-only effect, or another doubt; inactive means no such curve, though single readings can be large; an effect the other way counts as inactive or inconclusive.

compound,Casp7 inh,BRCT inh red,BRCT inh green,4-MU autofl,Casp1 inh,Fluorescein fluor,Rhodamine autofl,USP2a inhib,HEK293 cAMP ctrl,A350 fluor,TexasRed autofl
CN(C(=O)Cc1ccccc1)[C@H](CN1CCCC1)c1ccccc1,-2%,-0.9%,-0.6%,·,0%,·,·,·,32µM*,·,·
C[N+]1(C)[C@@H]2CC(OC(=O)[C@@H](CO)c3ccccc3)C[C@@H]1[C@H]1O[C@H]12 (some centres not stated),-1%[11.5 µM],-0.6%[15.4 µM],-1.6%[15.4 µM],i,0%[11.5 µM],?,i,·,-4%[11.4 µM],i,i
C[C@]12CCC3C(C=CC4=CC(=O)CC[C@]43C)C1CC[C@]2(O)CCC(=O)O (some centres not stated),0%,0.6%,-1.1%[3.08 µM],·,1%,·,·,5%,·,·,·
c1ccc(-c2ccccc2)cc1,1%,-0.6%,-1.3%,·,-3%,·,·,·,4%,·,·
CCOC(=O)C1=C(N)OC2=C(C(=O)CC(C)(C)C2)C12C(=O)Nc1ccccc12 (configuration not stated),4%,0.7%,-0.3%,·,-2%,·,·,·,-3%,·,·
Cc1c(N=Cc2c(O)n(CCc3ccccc3)c(=O)[nH]c2=O)c(=O)n(-c2ccccc2)n1C,·,·,·,3.2e-08M*,·,i,i,·,·,?,i
COc1ccc(C2C(C(=O)N3CCC4(CC3)OCCO4)c3cc(OC)c(OC)cc3C(=O)N2C)cc1 (configuration not stated),3%,-0.5%,1.9%,i,-4%,i,i,-1%,8%,i,i
O=C(C1CCN(c2nc3ccc(Br)cc3s2)CC1)N1CCC2(CC1)OCCO2,-3%,0.4%,-2.2%,·,0%,·,·,·,17%,·,·
N[C@@H](Cc1c[nH]c2ccccc12)c1nnc(SCc2ccccc2F)o1,-15%,-0.6%,1.6%,i,-6%,i,i,27%,8%,i,i
OCCN(CC#CC(O)(c1ccccc1)C1CCCC1)CCO (configuration not stated),0%,0.7%,-1.2%,i,-2%,i,i,-1%,-4%,i,i
CCOc1ccc(N)cc1,-2%,0.9%,-0.4%,·,-2%,·,·,·,39%,·,·
CCOS(C)(=O)=O,-2%,0.1%,0.6%,·,-1%,·,·,·,-18%,·,·
C=CCc1cc(OC)c2c(c1)OCO2,1%,-0.3%,-1.2%,·,-2%,·,·,·,20%,·,·
O=c1cccc2n1C[C@H]1C[C@@H]2CN(CCO)C1,·,·,·,i,·,i,i,·,-1%,i,i
CC(=O)OC1N=C(c2ccccc2)c2ccccc2NC1=O (configuration not stated),·,·,·,i,·,?,i,·,·,i,i
CN(C)C(=O)Nc1ccc(Cl)cc1,2%,0.5%,-1.4%,·,0%,·,·,·,-20%,·,·
CC(C)NCC(O)COc1cccc2[nH]ccc12 (configuration not stated),-2%,1.9%,-2.2%,i,1%,i,i,2%,·,i,i
CCCCn1c(O)c(C(CC)=NCCCN(C)C)c(=O)[nH]c1=O,0%,-1.2%,1.1%,i,-1%,i,i,8%,0%,i,?
c1cc2cc(c1)C[n+]1ccc(c3ccccc31)NCc1ccc(cc1)CNc1cc[n+](c3ccccc13)C2,0%,-2.2%,6.8%,·,1%,·,·,·,-14%,·,·
COC(=O)C1C2c3ccccc3OC1(C)N=c1s/c(=C/c3cnn(C)c3)c(=O)n12 (configuration not stated),0%,0.3%,-0.2%,i,3%,i,i,29%,2%,i,i
CCOC(=O)C(O)(c1ccc(N(CC)S(=O)(=O)c2ccccc2)cc1)C(F)(F)F (configuration not stated),-2%,-1.8%,0.8%,i,-2%,i,i,8%,18%,i,i
O=c1c2ccccc2nc(-c2cccs2)n1-c1cnccn1,1%,-1.0%,-0.1%,·,0%,·,·,0%,5%,·,·
O=C(c1csnn1)N1CCC2(CC1)CN(Cc1ccncc1)C2,-1%,-1.6%,-5.1%,i,-1%,i,i,9%,-3%,i,i
O=C(CCCC1=NS(=O)(=O)c2ccccc2N1)N1CCC2(CC1)OCCO2,-4%,-2.7%,-2.2%,i,1%,i,i,3%,13%,?,i
CCC1=C(C)C(N2CCOCC2)=NP(N2CCOCC2)(N2CCOCC2)=N1,1%,-0.1%,-1.3%,i,1%,i,i,-8%,3%,i,i
N[C@@H](Cn1ccc(=O)n(Cc2ccc(C(=O)O)cc2)c1=O)C(=O)O,1%,-2.1%,-0.7%,·,-3%,·,·,·,-6%,·,·
CCCCn1c(O)c(C(CC)=Nc2cccc(C(=O)O)c2)c(=O)[nH]c1=O,0%,-1.5%,-2.4%,i,-2%,i,i,-2%,?,i,?
O=c1[nH]c(=O)n(-c2cccc(Cl)c2)c(O)c1C=NCCCN1CCOCC1,2%,1.5%,-2.4%,i,0%,i,i,22%,-20%,i,i
O=C(O)Cc1cccnc1C(=O)O,0%,1.5%,-1.6%,·,-2%,·,·,·,2%,·,·
C[C@@H]1CCC/C=C\[C@H]2C[C@H](O)C[C@@H]2[C@H](O)/C=C\C(=O)O1,·,·,·,i,·,i,i,·,-5%,i,i
COc1ccc(CC2c3cc(OC)c(OC)cc3CCN2C)cc1OC (configuration not stated),-13%&-3%,1.3%&0.0%,-3.0%&-0.5%,3.8e-08M*,-8%&-2%,i,i,2%,8%,3.6e-08M*,i
CC1=C(C)[N+](=O)C2CCCCC2N1[O-] (configuration not stated),0%,-1.6%,-3.1%,·,0%,·,·,3%[7.66 µM],?,·,·
COc1cc2c(cc1O)-c1c(O)c(OC)cc3c1[C@H](C2)N(C)CC3,-27%,-2.1%,-3.6%,i,32µM*,i,i,·,-5%,i,i
C[C@]12C/C(=C/O)C(=O)C[C@@H]1CC[C@@H]1[C@@H]2CC[C@@]2(C)[C@H]1CC[C@]2(C)O,-1%,1.3%,0.5%,·,1%,·,·,·,15%,·,·
Cc1nc2c(c(C)nn2-c2ccccc2)c(C)c1CCC(=O)N1CCC2(CC1)OCCO2,-1%,0.6%,-2.4%,·,-1%,·,·,·,0%,·,·
COc1ccc(N)cc1,0%&-3%,1.1%&1.6%,-2.9%&2.0%,·,-8%&-2%,·,·,·,20%&19%,·,·
Cc1ccc2nsnc2c1NS(=O)(=O)c1c(C)ccc2nsnc12,-6%,0.0%,-1.6%,i,-1%,?,i,27%,?,i,?
O=C1C(Cl)=C(Cl)C(=O)C(Cl)=C1Cl,-5%,-23%,-0.7%[3.08 µM],·,-1%,·,·,8%,?,·,·
O=C(c1csnn1)N1CCC[C@@]2(CCN(Cc3ccncc3)C2)C1,0%,-1.0%,-2.0%,i,-2%,i,i,16%,18%,i,i
O=c1cccc2n1CC1CC2CN(C(c2ccccc2)c2sc3ncnn3c2O)C1 (configuration not stated),0%,-0.3%,0.5%,·,1%,·,·,·,5%,·,·
C=C1C2CC[C@@]3(C)C(c4ccoc4)OC(=O)C[C@@]13OC1CC(=O)C(C)(C)C(C(OC(C)=O)C(=O)OC)[C@@]12C (some centres not stated),-1%,-1.0%,0.6%[3.08 µM],·,0%,·,·,41%[activator],·,·,·
COc1ccccc1CC1/C(=N/O)C2CCN1CC2 (configuration not stated),0%,2.1%,-2.7%,i,0%,?,i,2%,6%,i,i
CCN1CCN(C(=O)COc2ccc(S(=O)(=O)N(C)Cc3ccccc3)cc2)CC1,0%,-0.7%,0.4%,i,3%,i,i,9%,4%,i,i
FC(Cl)(Cl)Cl,0%,0.2%,0.9%,·,0%,·,·,·,-2%,·,·
Cc1c2cnn(CC(=O)N3CCC4(CC3)OCCO4)c(=O)c2c(C)n1Cc1ccccc1,-1%,-1.2%,-3.5%,·,0%,·,·,·,21%,·,·
N#CCCCl,0%&1%,-1.1%&0.8%,-2.1%&-2.2%,·,-1%&0%,·,·,·,2%&25%,·,·
c1ccc2c(c1)[I+]c1ccccc1-2,1%&-1%,-0.9%&0.6%,-2.1%&2.2%,i,-2%&1%,i,i,-9%,?,i,i
O=C1c2ccccc2C(=O)N1Cc1nc2ccccc2c(=O)n1-c1cccnc1,·,·,·,i,·,i,i,·,·,i,i
CC=O,0%,-0.9%,0.2%,·,-3%,·,·,·,?,·,·
CC(C)NC[C@H](O)c1ccc(N)c(C#N)c1,1%,0.2%,0.3%,·,-1%,·,·,·,0.005µM*,·,·

Screening results from PubChem.

These rows are one share of the data. The share of hits here may be higher or lower than overall.
